CSN inh – blocks human CSN-mediated cullin deneddylation; inhibition, % at 12.5 µM; hit rate 0.38% among 360,000; Q92905; Purified CSN, SCF-Nedd8-OG deneddylation, fluorescence polarization; AID 651999;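 active = pattern-corrected inhibition above about 35%, with an unprinted fluorescence ratio check between 0.5 and 1.5, limit read from the data, passing the limit was not always enough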;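 note: 0% = enzyme with substrate and 100% = substrate without enzyme; some results filed as inactive read as strong as hits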
Target sequence (Q92905 whole entry, looked up, one chain of several): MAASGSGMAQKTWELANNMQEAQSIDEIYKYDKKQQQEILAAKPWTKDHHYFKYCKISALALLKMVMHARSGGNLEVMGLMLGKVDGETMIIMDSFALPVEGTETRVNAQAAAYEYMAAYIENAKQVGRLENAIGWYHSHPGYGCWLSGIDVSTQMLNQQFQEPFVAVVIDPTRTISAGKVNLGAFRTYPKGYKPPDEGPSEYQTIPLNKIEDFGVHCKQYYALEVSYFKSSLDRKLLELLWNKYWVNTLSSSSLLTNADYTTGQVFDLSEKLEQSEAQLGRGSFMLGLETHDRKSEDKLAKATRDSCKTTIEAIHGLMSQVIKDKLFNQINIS
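Assay system: HEK293T-derived human Csn5 enzyme; quantity: 0.24 nM enzyme; medium: Tris/NaCl/DTT buffer, pH 7.5; also added: substrate SCFSkp2-Nedd8OG, 10 nM; doses: 12.5 µM compound; schedule: 90 min reaction at room temperature; signal: FP; read-out: % inhibition of substrate cleavage by Csn5; benchmarks: substrate-only high control, full reaction low control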
FAS TE block – FAS thioesterase (human) inhibition; recombinant FAS-TE, OMFH fluorogenic substrate, fluorescence endpoint; AID 602261; hit rate 0.67% among 360,000; inhibition, % at 15 µM; P49327;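 active = compounds whose normalised, plate-corrected inhibition of enzyme fluorescence in the single-dose primary screen is 50% or more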;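 note: 0% = DMSO with enzyme and 100% = substrate without enzyme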
Neddylation inh – inhibitors of human cullin neddylation. hit rate 0.58% among 360,000. P61081+Q13564. TR-FRET cullin neddylation, biochemical. calls only at 25 µM; in the data active = inhibition above about 36%
Rpn11 inh – inhibitors of human proteasome Rpn11 | O00487 | human 26S proteasome, Ub4-pepOG fluorescence polarization; 20S core pre-blocked with epoxomicin | calls only at 20 µM | hit rate 0.59% among 360,000;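 active = inhibition at 20 µM, scaled to each plate's controls, above about 33%, limit read from the data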
NadD inh – inhibitors of Staphylococcus aureus NadD | purified NadD enzyme, colorimetric absorbance read-out | hit rate 0.78% among 360,000 | inhibition, % at 20 µM; in the data active = inhibition above about 26%; note: some compounds past the cut are filed as inactive
SKN-1 block – C. elegans SKN-1 inhibition. C. elegans VP596 Pgst-4::GFP/RFP ratio, acrylamide-induced, 24 h. inhibition, % at 21.8 µM. hit rate 0.49% among 360,000. AID 624304;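 active = interference check ratio from 0.5 to 1.5 plus GFP to RFP signal ratio inhibition reaching or exceeding a fixed threshold, cut at about 30% in these data, passing the limit was not always enough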; note: some compounds called inactive have numbers as strong as hits
PABP1 MLLE inh – blocks PAM2 peptide binding to the PABP1 MLLE domain; P11940; hit rate 0.36% among 360,000; inhibition, % at 20 µM; GST-MLLE / FITC-PAM2 fluorescence polarization; in the data active = inhibition above about 35%, passing the limit was not always enough;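 note: plate controls were DMSO wells with GST-MLLE for no effect and wells lacking GST-MLLE protein for full effect; some results filed as inactive read as strong as hits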
Target sequence (P11940 whole entry, looked up, the tested form may be a part): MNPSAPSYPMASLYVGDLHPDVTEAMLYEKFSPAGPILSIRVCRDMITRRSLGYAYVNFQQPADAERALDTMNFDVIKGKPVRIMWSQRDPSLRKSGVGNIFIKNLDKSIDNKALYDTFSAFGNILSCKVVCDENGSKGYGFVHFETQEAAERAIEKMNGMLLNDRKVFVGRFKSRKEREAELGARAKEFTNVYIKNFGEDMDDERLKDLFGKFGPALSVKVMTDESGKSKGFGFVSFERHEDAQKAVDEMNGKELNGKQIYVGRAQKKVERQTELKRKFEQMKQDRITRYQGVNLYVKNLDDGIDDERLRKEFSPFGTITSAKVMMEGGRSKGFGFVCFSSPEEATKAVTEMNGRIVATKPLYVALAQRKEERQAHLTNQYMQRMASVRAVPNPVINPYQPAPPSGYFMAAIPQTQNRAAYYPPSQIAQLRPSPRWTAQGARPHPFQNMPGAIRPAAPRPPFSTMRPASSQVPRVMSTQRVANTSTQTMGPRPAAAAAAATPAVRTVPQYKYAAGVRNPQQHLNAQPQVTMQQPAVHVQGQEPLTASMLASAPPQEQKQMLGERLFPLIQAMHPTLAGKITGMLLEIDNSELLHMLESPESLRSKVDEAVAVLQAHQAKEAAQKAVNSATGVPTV
MT1-MMP act inh – inhibitors of human MT1-MMP activation; HT1080 RFP-PRO-GFP cells, GFP/RFP ratio fluorescence, overnight; percent of plate control window, DMSO zero; GFP/RFP ratio change, % at 20 µM; hit rate 0.061% among 360,000; AID 651647;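 active = GFP/RFP ratio change of at least 30% with cell ATP level not reduced by more than half and red fluorescence within 50% of control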; note: strong numbers were not always called active
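Test system: HT1080 RFP-PRO-GFP cells; Benchmarks: DMSO and RFP-L50D-GFP cell wells; Timing: cells overnight before dosing, compound overnight, 37 °C, 5% CO2; Compound: one 20 µM compound dose with 1% DMSO; Read-out: GFP/RFP fluorescence ratio.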
Rin1 Abl inh – inhibitors of human Rin1-Abl protein interaction. hit rate 0.4% among 360,000. P00519+Q13671. AID 588664. TR-FRET Rin1/Abl binding, biochemical. inhibition, % at 7.35 µM; in the data active = inhibition above about 5%, passing the limit was not always enough
* hit, by the source's call; i = inactive; nt = no result given. An unsorted share of the library. About 3.9% of those tested had a hit in this group.

SMILES | CSN inh | FAS TE block | Neddylation inh | Rpn11 inh | NadD inh | SKN-1 block | PABP1 MLLE inh | MT1-MMP act inh | Rin1 Abl inh
CSCCC(NS(=O)(=O)/C=C/c1ccccc1)C(=O)O (configuration not stated) | 4 | -2 | i | i | -2 | 11 | 10 | 8 | 0
NC(=Nc1ccccc1)Nc1ccccc1 | 4 | -7 | i | i | -3 | -7 | 8 | -3 | 1
CCc1ccc(C(=O)NNC(=O)C2CC(=O)N(Cc3ccccc3)C2)cc1 (configuration not stated) | 2 | -7 | i | i | -7 | 1 | 4 | 1 | -3
COc1ccc(Cc2c(-c3ccc(F)cc3)nc3ccc(Cl)cn23)c(C)c1 | 8 | -5 | i | i | 5 | 18 | -39 | 0 | 0
CCOC(=O)N1CCC(c2cc(=O)n3[nH]cc(C(=O)OC)c3n2)CC1 | 0 | -7 | i | i | 4 | -1 | 0 | 1 | 2
O=C(COC(=O)c1cc([N+](=O)[O-])ccc1NCCO)c1ccc(Cl)cc1 | 5 | 46 | i | i | -3 | -3 | 11 | 1 | -1
COc1ccccc1C(=O)COC(=O)Cn1[nH]c(=O)c2ccccc2c1=O | -1 | -6 | i | i | -3 | 13 | -4 | -1 | 2
Cc1c(NS(=O)(=O)c2cccs2)cccc1-c1nc2cccnc2s1 | 3 | -1 | i | i | -1 | 19 | -14 | -1 | -3
CC(C)C[C@@H](CN1CCCC1CN1C(=S)NC[C@@H]1Cc1ccccc1)N1C[C@H](Cc2ccccc2)N(CCc2ccccc2)C1=S (some centres not stated) | -4 | -119 | i | nt | 20 | -4 | nt | -1 | nt
CC1=CC(C)[C@H](/C=N/n2c(=O)[nH]c3c([nH]c4ccc(C)cc43)c2=O)C(C)C1 (some centres not stated) | -5 | -5 | i | i | 0 | 5 | -1 | -1 | -1
Cc1ccccc1S(=O)Cc1ccc(C(=O)N2CCN(C3CCCCC3)CC2)o1 (configuration not stated) | -3 | -1 | i | i | -6 | -9 | -2 | 5 | -7
C=CCNC(=S)N1CCC(C(=O)c2ccc(C)cc2)CC1 | 2 | -2 | i | i | -4 | 11 | -128 | -2 | 2
CNc1nc(N)c([N+](=O)[O-])c(Nc2cccc(Cl)c2)n1 | 6 | 2 | i | i | -3 | 7 | -11 | -3 | 1
Cc1nc(CNS(=O)(=O)c2cccc(F)c2)cs1 | -2 | -8 | i | i | -5 | -1 | -13 | 3 | 6
Cc1ccc(S(=O)(=O)NCC(=O)OCC(=O)NCc2ccc(F)cc2)cc1 | -10 | 1 | i | i | -1 | 12 | -8 | 6 | 0
CCc1ccc2[nH]c3nc(SCc4nnc(-c5ccccc5)o4)nnc3c2c1 | 2 | -5 | i | i | 11 | -9 | -1 | 3 | -2
CC(=O)Nc1ccc(NC(=O)c2ccnn2C)cc1 | 1 | -6 | i | i | -5 | -9 | -2 | 0 | -2
COc1ccc2nc3n(c(=O)c2c1)-c1ncccc1C(=O)NC3Cc1ccccc1 (configuration not stated) | -4 | -8 | i | i | -2 | 9 | -4 | 1 | 2
CN(C)/C=C(/C(=O)c1ccc(Cl)cc1)S(=O)(=O)c1ccc(Cl)cc1 | -5 | -10 | i | i | -3 | -3 | -5 | -2 | -2
CC(C)(C)c1ccc(C(=O)NCCC(=O)N2CCCC2)cc1 | -2 | 1 | i | i | 9 | -2 | -3 | 3 | 2
O=C(CN1CCCCCC1)NN(Cc1ccccc1)c1ccccc1 | -1 | -5 | i | i | 4 | -1 | -9 | 2 | -3
O=C(C=CC(=O)OC1CCCCC1)OC1CCCCC1 | -2 | -1 | i | i | -7 | -14 | 6 | -2 | 5
CCC1(C(N)=O)CC2C=CC1C2 (configuration not stated) | 1 | -9 | i | i | 0 | -2 | 2 | 4 | 0
CC(=O)NC(=Cc1ccccc1)C(=O)N1CCCC1C(=O)O (configuration not stated) | -1 | -8 | i | i | -2 | 7 | 13 | 4 | 3
COc1ccccc1C1(O)CCN(CC(=O)Nc2c(C)nn(C)c2C)CC1 | -1 | -8 | i | i | -2 | 19 | 4 | 8 | 3
Brc1nc(Br)n(Cc2ccccc2)n1 | 0 | -6 | i | i | -5 | 11 | 1 | -1 | -1
CO/N=C/Cc1c([N+](=O)[O-])c(C)nn1C | 4 | -1 | i | i | 4 | -1 | -1 | 3 | 0
Cc1cc(NC(=O)CCC(=O)N(c2cccc(F)c2)C(C(=O)NC2CCCC2)c2ccncc2)no1 (configuration not stated) | -1 | -2 | i | i | 3 | 3 | 9 | -7 | 0
CCNc1nc(NCC)nc(Oc2ccc(OCC)nn2)n1 | 1 | -10 | i | i | -2 | -6 | -6 | 12 | 3
C[C@@H]1CN([C@H](C)CO)C(=O)CCCn2nncc2CO[C@H]1CN(C)C(=O)NC1CCCCC1 | 9 | -5 | i | i | 2 | -16 | -17 | -1 | 2

Complete entries from above. Order of values: CSN inh, FAS TE block, Neddylation inh, Rpn11 inh, NadD inh, SKN-1 block, PABP1 MLLE inh, MT1-MMP act inh, Rin1 Abl inh
Record of `CCC1(C(N)=O)CC2C=CC1C2` (configuration not stated) : 1, -9, i, i, 0, -2, 2, 4, 0
Record of `CN(C)/C=C(/C(=O)c1ccc(Cl)cc1)S(=O)(=O)c1ccc(Cl)cc1` : -5, -10, i, i, -3, -3, -5, -2, -2
Record of `CCNc1nc(NCC)nc(Oc2ccc(OCC)nn2)n1` : 1, -10, i, i, -2, -6, -6, 12, 3
Record of `Brc1nc(Br)n(Cc2ccccc2)n1` : 0, -6, i, i, -5, 11, 1, -1, -1
Record of `O=C(C=CC(=O)OC1CCCCC1)OC1CCCCC1` : -2, -1, i, i, -7, -14, 6, -2, 5

Additional entries follow.
SMILES | CSN inh | FAS TE block | Neddylation inh | Rpn11 inh | NadD inh | SKN-1 block | PABP1 MLLE inh | MT1-MMP act inh | Rin1 Abl inh
COc1cc(C2c3c(-c4cc(Cl)c(C)cc4O)n[nH]c3C(=O)N2Cc2cccnc2)ccc1O (configuration not stated) | 1 | -122 | i | i | 14 | -7 | 1 | -1 | 5
COc1ccc(-n2ccn(CC(=O)Nc3ccccc3OC)c(=O)c2=O)cc1 | -1 | -6 | i | i | -3 | -8 | -12 | 0 | 2
O=Cc1c(SCCO)nc2ccccn2c1=O | 5 | -8 | i | i | -4 | -3 | 1 | -1 | -7
O=C(CCN1CCN(c2ccccc2)CC1)c1ccc(Br)cc1 | 0 | 3 | i | i | -3 | 6 | 24 | -1 | 0
CC(C)(C)NC(=O)C(c1cccc2ccccc12)n1c(=O)c(-c2cc3ccccc3[nH]2)nc2ccccc21 (configuration not stated) | 2 | nt | nt | nt | nt | 6 | nt | -11 | nt
Oc1c(Br)cc(Br)cc1/C=N/NC(=S)N[C@H]1CC2C=CC1C2 (some centres not stated) | 11 | 36 | nt | i | 30 | 8 | -28 | 2 | 3
CCOC(=O)c1ccc2ncc(C(=O)OCC)c(NCCN(C)C)c2c1 | -73 | -12 | nt | i | -4 | -29 | 139 | -14 | 7.9*
O=C(CCc1ccccc1)Nc1ccc(NC(=O)C2CCCCC2)nc1 | 3 | -6 | i | i | 0 | 1 | -3 | -1 | 2
CSc1nc2sc3c(c2c2nncn12)CCC3 | -2 | -2 | i | i | 1 | 3 | -9 | -1 | 0
Cc1ccc(NC(=S)N(CCCN2CCOCC2)Cc2ccco2)cc1 | -6 | -3 | i | i | -1 | 7 | -31 | -3 | 1
O=P(O)(CP(=O)(c1ccccc1)c1ccccc1)c1ccccc1 | 5 | -10 | i | i | -1 | 29 | -4 | 35* | 1
CCOc1ccc(NS(=O)(=O)c2cc(Cl)ccc2OC)cc1 | 1 | 3 | i | i | 0 | -11 | -2 | -3 | 1
COc1ccc(NC(=O)c2ccccc2[N+](=O)[O-])cc1OC | 0 | -13 | i | i | 3 | -2 | -5 | 6 | 1
CN(C)CCNC(=O)Nc1cccc(Cl)c1Cl | -1 | -12 | i | i | -2 | -19 | 0 | -1 | 1
CC(=O)NCCn1c(SCC(=O)c2ccc(Cl)cc2)nc2ccccc2c1=O | -1 | -2 | i | i | 4 | -5 | 7 | -2 | -6
O=C(N/N=C1\CCCc2oc(C(=O)O)cc21)c1ccccc1 | 6 | -5 | i | i | 0 | 2 | -4 | 8 | 1
C/C(CC(=O)Nc1ccc2c(c1)OCCO2)=N\NC(=O)COc1ccc(Cl)c(C)c1 | 2 | 4 | i | i | -2 | -9 | -13 | 4 | 0
Cc1cc(NC(=O)COC(=O)C2CC(=O)N(c3cccc(Cl)c3)C2)no1 (configuration not stated) | -6 | -7 | i | i | -4 | 12 | 4 | 0 | 2
Cc1c(C)c2ccc(OCC(=O)NC(Cc3c[nH]c4ccc(O)cc34)C(=O)O)c(C)c2oc1=O (configuration not stated) | -2 | 0 | i | i | 0 | 4 | 5 | 1 | 0
CN1CCc2nc3sc(C(=O)NCc4ccccc4)c(N)c3cc2C1 | 2 | -5 | i | i | 11 | 8 | 11 | -5 | -11
COc1cccc(N2C(=O)Nc3ccc(Br)cc3C2(O)C(=O)NCCCOC(C)C)c1 (configuration not stated) | -2 | -6 | i | i | -5 | 6 | 2 | 2 | 0
O=C(NCCNc1ccccc1[N+](=O)[O-])c1cc(F)c(F)cc1Cl | 0 | 6 | i | i | -1 | -4 | 2 | 5 | -3
CCC(C)NC(=O)CN(c1cc(C)ccc1OC)S(C)(=O)=O (configuration not stated) | -1 | -5 | i | i | -3 | -1 | 2 | 4 | 4
C=CCc1cccc2cc(C(=O)NNC(=O)CC#N)c(=O)oc12 | 4 | -4 | i | i | 1 | -5 | -5 | 1 | 0
O=C(COC(=O)[C@@H]1CC(O)CN1S(=O)(=O)c1ccccc1[N+](=O)[O-])Nc1ccc2ccccc2c1 (some centres not stated) | -10 | 12 | i | i | -9 | 8 | -17 | -1 | -2
CC(=O)c1c(C)n(CCO)c2ccc(O)cc12 | 2 | -7 | i | i | -6 | -1 | 4 | 4 | 0
O=C(COC(=O)Cc1c[nH]c2ccccc12)NC1CCS(=O)(=O)C1 (configuration not stated) | -1 | -7 | i | i | -2 | 20 | 1 | 2 | 4
CCn1ncc(NC(=O)Nc2cccc(C(F)(F)F)c2)c1C(N)=O | -2 | -2 | i | i | -6 | -5 | 1 | -2 | -3
O=C(ONC(=O)C1CCCCC1C(=O)NOC(=O)c1ccccc1)c1ccccc1 (configuration not stated) | 4 | -9 | i | i | 3 | -19 | 7 | -2 | 2
COC(=O)c1ccc2nc(C3CCCCC3)c3c(c2c1)CCC3 | 4 | 18 | i | i | 4 | -18 | -2 | 2 | 3
CCC(CC)c1nn2c(N)c(/C=C3\C(C)=Nc4ccccc43)c(=O)nc2s1 | 2 | 15 | i | i | 7 | 15 | -6 | 2 | -4
O=C(COC(=O)c1cc(S(=O)(=O)N2CCCCC2)ccc1Cl)NCc1ccco1 | -1 | -4 | i | i | -3 | 12 | -2 | -1 | -1
COC(=O)/C(C#N)=C/c1c(N2CCN(C)CC2)nc2ccccn2c1=O | -3 | -1 | i | i | -5 | 16 | 19 | -2 | -1
Cc1ccc(CNC(=O)CS(=O)Cc2nc(-c3ccccc3C)oc2C)cc1 (configuration not stated) | 0 | 3 | i | i | 1 | -6 | 16 | 11 | -1
O=C(Nc1nnc(Cc2ccc(Cl)cc2)s1)c1cccs1 | -8 | -8 | i | i | -5 | 6 | 0 | 0 | -1
